CSN inh – inhibitors of CSN-mediated cullin deneddylation, primary screen, biochemical, fluorescence polarization, uHTS; hit rate 0.38% among 360,000; Purified CSN, SCF-Nedd8-OG deneddylation; AID 651999, 2013; inhibition, % at 12.5 µM;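 active means pattern-corrected inhibition above about 35%, with an unprinted fluorescence ratio check between 0.5 and 1.5, limit read from the data, passing the limit was not always enough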;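 further: 0% = enzyme with substrate and 100% = substrate without enzyme; some results filed as inactive read as strong as hits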
Target sequence (Q92905 whole entry, looked up, one chain of several): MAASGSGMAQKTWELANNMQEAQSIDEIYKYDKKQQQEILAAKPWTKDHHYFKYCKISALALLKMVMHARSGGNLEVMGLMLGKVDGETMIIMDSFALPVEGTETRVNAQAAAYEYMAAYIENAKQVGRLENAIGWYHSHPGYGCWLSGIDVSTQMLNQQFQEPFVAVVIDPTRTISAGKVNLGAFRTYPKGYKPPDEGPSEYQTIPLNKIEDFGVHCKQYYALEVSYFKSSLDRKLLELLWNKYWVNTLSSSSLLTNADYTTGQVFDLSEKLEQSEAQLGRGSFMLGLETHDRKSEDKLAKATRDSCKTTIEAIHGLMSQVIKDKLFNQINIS
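Material: purified human Csn5 enzyme expressed in HEK293T cells / Medium: Tris buffer pH 7.5, NaCl, DTT, Tween-20, trehalose, ovalbumin / Compound dosing: 12.5 µM single point / Schedule: 90 min incubation of compound, enzyme and substrate at room temperature / Signal: fluorescence polarization of the substrate / Control set: no-enzyme wells high, enzyme-with-substrate wells low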
Neddylation inh – inhibitors of cullin neddylation, primary screen, biochemical, TR-FRET, uHTS, NAE and Ubc12. NEDD8-conjugating enzyme Ubc12 (Homo sapiens) + NEDD8-activating enzyme E1 regulatory …. calls only at 25 µM. hit rate 0.58% among 360,000. AID 651699, 2012; in the data active means inhibition above about 36%
NadD inh – inhibitors of S. aureus NadD, primary screen, biochemical, colorimetric, uHTS; purified NadD enzyme, colorimetric absorbance read-out; inhibition, % at 20 µM; hit rate 0.78% among 360,000; in the data active means inhibition above about 26%; further: some compounds past the cut are filed as inactive
MLLE-PAM2 inh – inhibitors of PABP1 MLLE–PAM2 peptide binding, primary screen, biochemical, fluorescence polarization, FITC-PAM2, GST-MLLE. Polyadenylate-binding protein 1 (Homo sapiens), P11940. inhibition, % at 20 µM. hit rate 0.36% among 360,000. AID 588489, 2011; in the data active means inhibition above about 35%, passing the limit was not always enough;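 further: plate controls were DMSO wells with GST-MLLE for no effect and wells lacking GST-MLLE protein for full effect; some results filed as inactive read as strong as hits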
Target sequence (P11940 whole entry, looked up): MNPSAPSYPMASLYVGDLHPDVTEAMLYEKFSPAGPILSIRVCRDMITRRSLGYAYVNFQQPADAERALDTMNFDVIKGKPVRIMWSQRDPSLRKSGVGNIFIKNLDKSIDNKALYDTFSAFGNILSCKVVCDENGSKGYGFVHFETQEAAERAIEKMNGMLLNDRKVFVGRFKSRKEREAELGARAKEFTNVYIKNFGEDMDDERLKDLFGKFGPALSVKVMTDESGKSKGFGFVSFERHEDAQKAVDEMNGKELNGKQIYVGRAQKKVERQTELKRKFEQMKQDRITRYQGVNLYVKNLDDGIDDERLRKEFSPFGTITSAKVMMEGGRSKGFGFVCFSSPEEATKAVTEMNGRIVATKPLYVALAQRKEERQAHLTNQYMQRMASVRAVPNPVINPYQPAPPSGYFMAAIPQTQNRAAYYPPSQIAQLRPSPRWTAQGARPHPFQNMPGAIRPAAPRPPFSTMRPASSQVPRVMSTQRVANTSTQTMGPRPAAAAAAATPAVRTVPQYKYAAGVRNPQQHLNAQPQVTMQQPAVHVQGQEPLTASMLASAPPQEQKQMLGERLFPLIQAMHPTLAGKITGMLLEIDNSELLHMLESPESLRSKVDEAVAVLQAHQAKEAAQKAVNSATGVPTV
FAS TE block – FAS thioesterase domain inhibitors, primary screen, biochemical, fluorescence intensity, uHTS | hit rate 0.67% among 360,000 | inhibition, % at 15 µM | recombinant FAS-TE, OMFH fluorogenic substrate, fluorescence endpoint;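 active means compounds whose normalised, plate-corrected inhibition of enzyme fluorescence in the single-dose primary screen is 50% or more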;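 further: 0% = DMSO with enzyme and 100% = substrate without enzyme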
Rpn11 inh – Rpn11 (PSMD14) deubiquitinase inhibitors, primary screen, biochemical, fluorescence polarization, uHTS | 26S proteasome non-ATPase regulatory subunit 14 (Homo sapiens), O00487 | human 26S proteasome, Ub4-pepOG fluorescence polarization; 20S core pre-blocked with epoxomicin | calls only at 20 µM | hit rate 0.59% among 360,000 | AID 588493, 2011;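 active means inhibition at 20 µM, scaled to each plate's controls, above about 33%, limit read from the data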
Rin1 Abl inh – inhibitors of Rin1-Abl protein binding, primary screen, biochemical, TR-FRET; AID 588664, 2011; hit rate 0.4% among 360,000; inhibition, % at 7.35 µM; Tyrosine-protein kinase ABL1 (Homo sapiens) + Ras and Rab interactor 1 (Homo sapiens), …; in the data active means inhibition above about 5%, passing the limit was not always enough
SKN-1 inh – suppressors of acrylamide-induced Pgst-4::GFP reporter in worms, primary screen, SKN-1 inhibitor project, whole organism, uHTS, GFP/RFP fluorescence ratio, strain VP596; hit rate 0.49% among 360,000; C. elegans VP596 Pgst-4::GFP/RFP ratio, 24 h; inhibition, % at 21.8 µM; AID 624304, 2012;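 active means interference check ratio from 0.5 to 1.5 plus GFP to RFP signal ratio inhibition reaching or exceeding a fixed threshold, cut at about 30% in these data, passing the limit was not always enough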; further: some compounds called inactive have numbers as strong as hits
MT1-MMP act inh – blockers of MT1-MMP proenzyme processing, primary screen, HT1080 RFP-PRO-GFP cells, GFP/RFP fluorescence. GFP/RFP ratio fluorescence, overnight; percent of plate control window, DMSO zero. GFP/RFP ratio change, % at 20 µM. Matrix metalloproteinase-14 (Homo sapiens), P50281. hit rate 0.061% among 360,000;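 active means GFP/RFP ratio change of at least 30% with cell ATP level not reduced by more than half and red fluorescence within 50% of control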; further: strong numbers were not always called active
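Assay system: HT1080 cells carrying an RFP-PRO-GFP reporter | Dosing: Single dose of 20 µM compound, 1% DMSO final | Incubation: Cells overnight before dosing, compound overnight, 37 °C, 5% CO2 | Evaluation: GFP/RFP fluorescence ratio | Control set: DMSO and RFP-L50D-GFP cell wells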
* marks the source's active call; other numbers are inactive results; i = inactive; / = not tested or not shown.

SMILES | CSN inh | Neddylation inh | NadD inh | MLLE-PAM2 inh | FAS TE block | Rpn11 inh | Rin1 Abl inh | SKN-1 inh | MT1-MMP act inh
Cc1cc(C)cc(NS(=O)(=O)c2coc(C(N)=O)c2)c1 | -2.5 | i | 0.7 | -8.0 | -3.7 | i | 3.3 | 3.1 | 0.0
Cc1c(OCC(=O)N2C[C@H]3C[C@@H](C2)c2cccc(=O)n2C3)ccc2c3c(c(=O)oc12)CCCC3 | 3.7 | i | 6.4 | 7.4 | 0.2 | i | -3.5 | 3.7 | -4.8
COc1ccc(C(=O)Nc2ccnn2C2CCN(Cc3ccn[nH]3)CC2)cc1 | -4.5 | i | -6.5 | -8.9 | -7.4 | i | -0.1 | 6.9 | 3.1
O=C(CC1NC(=O)NC1=O)Nc1ccc(Cl)cc1 (stereo not given) | 0.0 | i | -0.8 | -1.2 | -4.4 | i | -0.8 | 7.4 | 4.3
CCC[C@@H](CNC)NC[C@H](Cc1ccccc1)NCCCCc1ccccc1 | 2.3 | i | -4.6 | 5.0 | -10.2 | i | 0.9 | 16.4 | 4.7
COc1ccc(-c2ccc3c(c2)S(=O)(=O)c2cccc(C(=O)NCCOc4ccccc4)c2C3=O)cc1OC | 18.8 | i | 10.6 | -28.6 | -8.4 | i | 2.4 | 13.2 | -34.6
CC(=O)NNC1=Nc2ccccc2N(C)C(C)C1 (stereo not given) | -2.6 | i | -5.0 | 6.8 | -6.5 | i | 0.7 | 7.0 | 5.0
Cc1ccc(Nc2n[nH]c(=S)s2)cc1F | 4.5 | i | 13.6 | 29.7 | -1.5 | i | 3.5 | 7.7 | 0.7
CC(C)Sc1cc(Cl)nc(NC(=O)Nc2ccccc2)n1 | 3.1 | i | -2.2 | -20.0 | -4.8 | i | 3.7 | -17.4 | -0.3
CC(C)CC1(C)NC(=O)N(CC(=O)Nc2ccc(F)c(F)c2F)C1=O (stereo not given) | -4.5 | i | -0.5 | -15.6 | -5.9 | i | 1.4 | 9.3 | 2.2
CCOC(=O)C1CCN(S(=O)(=O)Cc2ccccc2)C1=O (stereo not given) | 0.7 | i | 0.4 | -9.9 | -9.3 | i | 2.1 | -3.2 | 2.8
CCC(NC(=S)NC1CCCCC1)c1ccccc1 (stereo not given) | 2.5 | i | 0.2 | -44.3 | 1.7 | i | -1.3 | 7.8 | -2.0
O/N=C/c1cn(-c2ccccc2)nc1-c1ccccc1 | -0.3 | i | -2.5 | -5.4 | -0.3 | i | -0.5 | 14.1 | -4.3
O=C(CS(=O)(=O)c1ccccc1)Nc1ccc(S(=O)(=O)Nc2ncccn2)cc1 | -2.6 | i | 1.8 | 11.7 | -9.1 | i | 0.0 | 0.3 | -0.1
CCCn1c(SCC(=O)c2c(C)[nH]c(C)c2C(=O)OCC)nc2ccccc21 | 1.7 | i | -1.8 | -34.4 | 1.1 | i | 4.0 | 14.7 | 2.4
Cc1ccc(S(=O)(=O)C2(C(=O)N3CCCCC3C)CC2)cc1 (stereo not given) | -2.7 | i | -3.1 | 3.0 | -6.0 | i | -1.4 | -4.6 | 0.2
CCCC(=O)N(Cc1cc(=O)[nH]c2ccccc12)c1ccc(OC)cc1 | 7.1 | i | -5.1 | -1.1 | -1.0 | i | 0.8 | 3.1 | -4.8
O=C(NCc1ccccn1)c1cc(-c2ccc(-c3ccccc3)cc2)nc2ccccc12 | 3.3 | i | 9.3 | 22.1 | 32.9 | i | 2.6 | 9.2 | -4.7
CC(CCc1ccccc1)NC(=O)c1ccccc1 (stereo not given) | -1.9 | i | 2.0 | 6.2 | -6.5 | i | -1.1 | 11.2 | 0.4
CCc1nnc(NC(=O)CCNC(=O)c2ccccc2Cl)s1 | -4.4 | i | 0.6 | -12.7 | -6.8 | i | -0.3 | 0.2 | 0.0
COc1ccc(N(CC(=O)Nc2ccc3c(c2)OCCO3)S(C)(=O)=O)c(OC)c1 | 2.8 | i | -1.1 | 14.4 | -8.2 | i | 0.5 | -24.2 | 3.8
CCCCN(C(=O)c1cccc(S(=O)(=O)N2CCCCC2)c1)C1CCS(=O)(=O)C1 (stereo not given) | -2.0 | i | 0.3 | -15.2 | -5.2 | i | -1.5 | -12.0 | -2.6
COc1cc(Cl)c(C)cc1N1C(=O)CN(Cc2ccccc2)C1=S | -0.5 | i | -4.3 | 23.3 | 10.9 | i | -0.5 | 0.9 | -5.3
O=C(c1cccc(C(F)(F)F)c1)C1CCCN(Cc2cccn2-c2ncccn2)C1 (stereo not given) | 2.6 | i | 4.5 | 10.7 | 1.9 | i | 0.1 | 13.0 | -2.3
CCN(c1ccccc1)S(=O)(=O)c1ccc(OC)c(NC(=O)Cc2ccc(F)cc2)c1 | -1.0 | i | -12.8 | -7.4 | 25.8 | i | 2.5 | 12.1 | 5.6
CC(=O)c1cccc(NC(=O)CN2C(=O)c3cccnc3Oc3ccc(Cl)cc32)c1 | 8.9 | i | 5.1 | -49.3 | 0.2 | i | 4.8 | 4.7 | -8.5
Cc1ccc(N(Cc2ccccc2)C(=O)c2ccc(S(=O)(=O)N3CCOCC3)cc2)cc1 | -3.3 | i | -4.2 | -15.1 | 15.8 | i | 3.5 | 3.4 | -7.0
CCC(CC)C(=O)NCCc1ccc(S(N)(=O)=O)cc1 | 0.9 | i | 11.9 | -11.7 | -7.0 | i | -2.1 | 0.0 | 4.0
O=C(CCN1CCOCC1)NNC(=S)NC(=O)c1ccccc1 | 1.9 | i | -5.1 | 38.4* | -9.8 | i | -1.8 | 10.6 | 1.6
O=C(NCCS(=O)(=O)N1CCN(c2ccccc2)CC1)C1CCCC1 | -4.6 | i | 0.7 | -2.0 | -4.2 | i | 0.4 | -8.0 | 6.4
C[C@H]1CN([C@@H](C)CO)C(=O)c2cc(NC(=O)C3CCCCC3)ccc2O[C@H]1CN(C)Cc1ccc(-c2ccccc2)cc1 | -3.6 | i | 1.8 | 8.9 | 23.6 | i | 3.6 | 10.3 | 1.9
O=C(NCc1cccnc1)c1ccc(-c2cc(Cl)ccc2Cl)o1 | 1.8 | i | 6.7 | 22.5 | 7.9 | i | -0.1 | 5.8 | -7.2
Cc1cc(-c2nnc(SCC(=O)Nc3ccc(F)c(F)c3)n2N)n[nH]1 | -1.7 | i | 3.8 | -6.3 | -6.1 | i | 0.4 | 0.3 | 1.7
COCCNc1ccc(N2C(=O)CCCC2=O)cc1[N+](=O)[O-] | -2.4 | i | -8.0 | 0.5 | -2.9 | i | -3.7 | -9.2 | 4.0
Cc1cccn2c(Nc3ccccc3)c(-c3ccccn3)nc12 | -7.3 | i | 4.2 | -11.8 | 0.7 | i | -0.9 | 0.4 | 2.3
COc1ccccc1OCC(=O)N1CCCC(Nc2ccc(C)c(C)c2)C1 (stereo not given) | 1.9 | i | 1.2 | 8.6 | 3.0 | i | -1.7 | -7.0 | -0.3
Cc1ccc(Oc2ccc(NC(=O)C3=CC=CN4CCS(=O)(=O)N=C34)cc2)cc1 | 1.9 | i | -8.8 | -2.6 | 16.6 | i | 2.0 | 13.8 | 0.5
CCOC(=O)c1nc(Nc2cc(C)cc(C)c2)c2ccccc2n1 | 0.6 | i | 1.2 | -0.7 | 11.3 | i | 3.2 | 13.7 | -0.7
COc1ccc(-c2sc3cc(OC)c(OC)cc3c2-c2ccc(O)cc2)cc1 | 4.9 | i | 7.7 | 3.4 | 22.2 | i | -1.4 | 6.6 | 1.0
CC(C)c1nnc(NC(=O)c2cnccn2)s1 | 2.4 | i | -7.4 | -2.3 | -9.1 | i | -3.2 | -7.0 | 2.5
O=C(CCC(=O)c1ccc(Oc2ccccc2)cc1)Nc1cccc(Cl)c1Cl | 5.5 | i | 0.1 | 1.8 | 17.9 | i | -0.6 | -1.5 | -1.0
Cc1cc(C)c(S(=O)(=O)c2ccccc2)c(OC(=O)c2cc(F)c(F)cc2Cl)n1 | 5.1 | i | -2.1 | 3.1 | 1.1 | i | -0.8 | -12.9 | -16.6
CC(=O)c1[nH]c(C)c(C(=O)N2CCCC(Nc3ccc(C(C)C)cc3)C2)c1C (stereo not given) | 4.6 | i | -0.4 | -4.8 | -6.3 | i | 1.4 | 14.8 | -0.8
COc1cc(C2=NOC(C(=O)N3CCOCC3)C2)cc(OC)c1OC (stereo not given) | -1.1 | i | -7.8 | -3.8 | -7.4 | i | 3.8 | 4.0 | 3.8
CCCOP(=O)(OCCC)C1(Nc2ccc(C)cc2)CCCCC1 | 0.1 | i | -8.9 | 4.6 | -1.2 | i | 0.9 | -2.5 | -2.7
COC(=O)C(CCSC)NC(=O)CNS(=O)(=O)c1ccc(Br)cc1 (stereo not given) | 0.8 | i | -5.9 | -0.7 | -3.4 | i | 4.0 | -19.0 | -2.2
Fc1ccc(NC(=S)NCCc2ccccn2)cc1 | 8.1 | i | 0.5 | 9.6 | -8.1 | i | -4.6 | -1.1 | 2.1
O=C(c1csc2ccccc12)n1cccn1 | -1.9 | i | -6.8 | 2.6 | 4.0 | i | -1.5 | 6.8 | 2.8
COCCNC(=O)c1ccc(C)c(S(=O)(=O)Nc2ccc(C)cc2)c1 | 0.5 | i | 1.7 | -10.9 | -0.8 | i | -4.2 | 7.2 | 3.9
COc1cc(/C=C2/C(=N)N3OC(C)=CC3=NC2=O)ccc1OCCOc1ccc(C)cc1 | 6.1 | i | 6.0 | -19.2 | -2.7 | i | -1.1 | -7.3 | -2.9
COc1ccccc1CNC(=O)COC(=O)CNS(=O)(=O)c1ccc(C)cc1 | -0.7 | i | 0.3 | -0.7 | -5.8 | i | -2.8 | 9.8 | -3.9
O=C1C(=O)N(CNc2cccnc2)c2ccccc21 | -5.3 | i | -0.3 | -0.6 | -7.1 | i | -4.3 | 0.7 | -1.2
Cc1ccc(-c2cc3nc(-c4ccccc4)cc(NCCCO)n3n2)cc1 | 0.6 | i | 1.5 | -56.4 | 12.7 | / | -2.9 | 10.6 | 3.5
COCCn1c(Cc2ccccc2)nnc1SCc1nc2ccccc2c(=O)[nH]1 | -1.3 | i | -5.4 | 2.2 | -4.9 | i | 1.2 | -10.7 | -0.1

Single records (already shown). Order of screens: CSN inh, Neddylation inh, NadD inh, MLLE-PAM2 inh, FAS TE block, Rpn11 inh, Rin1 Abl inh, SKN-1 inh, MT1-MMP act inh
`COc1cc(/C=C2/C(=N)N3OC(C)=CC3=NC2=O)ccc1OCCOc1ccc(C)cc1` in the list: 6.1, i, 6.0, -19.2, -2.7, i, -1.1, -7.3, -2.9
`COC(=O)C(CCSC)NC(=O)CNS(=O)(=O)c1ccc(Br)cc1` (stereo not given) in the list: 0.8, i, -5.9, -0.7, -3.4, i, 4.0, -19.0, -2.2
`COc1ccccc1CNC(=O)COC(=O)CNS(=O)(=O)c1ccc(C)cc1` in the list: -0.7, i, 0.3, -0.7, -5.8, i, -2.8, 9.8, -3.9
